HKDC1 inhibitor = HKDC1 (human) hexokinase inhibition. inhibition, % at 20 µM. 340,000 compounds, 0.16% hits. recombinant HKDC1, G6PDH/diaphorase resazurin coupled fluorescence. AID 493160;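 active means inhibition above about 35% when tested at 20 µM, limit read from the data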;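 further: plate controls were DMSO wells with enzyme for no effect and DMSO wells lacking enzyme for full effect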
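test system = in-house recombinant HK5 (HKDC1) enzyme | amount = HKDC1 at 5 µg/mL | control set = DMSO-enzyme wells negative, buffer-substituted wells positive | compound = one dose of 20 µM, 1% DMSO | schedule = reaction time 90 min, room temperature, protected from light | technique = resorufin fluorescence at 613 nm | reagent = glucose with 1 mM ATP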
MPTP block = inhibitors of mitochondrial permeability transition pore | 360,000 compounds, 1.4% hits | isolated mouse mitochondria, Ca2+ swelling absorbance, 30 min | inhibition, % at 10 µM;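 active means inhibition of 50% or more, scaled per plate between neutral and stimulator controls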;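 further: 0% = DMSO wells given calcium and 100% = 1 mM EGTA wells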
ATG4B inh = inhibitors of human ATG4B cysteine protease; ATG4B cleavage of LC3-PLA2, NBD-HPC fluorescence, 1 h; inhibition, % at 8.33 µM; 340,000 compounds, 0.51% hits; AID 504462; in the data active means inhibition above about 40%
Target sequence (Q9Y4P1 whole entry, looked up): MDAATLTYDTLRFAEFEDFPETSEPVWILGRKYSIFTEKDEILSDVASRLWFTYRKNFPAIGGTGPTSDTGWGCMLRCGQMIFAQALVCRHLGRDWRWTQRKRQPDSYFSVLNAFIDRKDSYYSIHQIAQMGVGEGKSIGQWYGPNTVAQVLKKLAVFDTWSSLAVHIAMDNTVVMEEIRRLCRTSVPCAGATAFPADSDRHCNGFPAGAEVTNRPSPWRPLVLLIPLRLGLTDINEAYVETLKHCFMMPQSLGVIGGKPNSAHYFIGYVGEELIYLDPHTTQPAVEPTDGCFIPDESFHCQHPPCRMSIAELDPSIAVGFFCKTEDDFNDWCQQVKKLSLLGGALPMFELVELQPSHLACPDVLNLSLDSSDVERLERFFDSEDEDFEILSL
PfG6PD inh = PfG6PD (Plasmodium falciparum) enzyme inhibition; 350,000 compounds, 0.78% hits; PfGluPho enzyme, NADPH resazurin-diaphorase fluorescence; AID 504690; inhibition, % at 20 µM;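 active means inhibition reaching at least a set limit at 20 µM in the primary screen, cut at about 59% in these data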;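 further: 0% = DMSO wells with substrate and 100% = DMSO wells lacking glucose-6-phosphate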
SENP6 inh = SENP6 protease inhibition. 330,000 compounds, 1.8% hits. Recombinant SENP6 catalytic domain, aminoluciferin luminescence. inhibition, % at 10 µM. Q9GZR1;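 active means inhibition above about 50% at the single tested dose, limit read from the data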;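 further: plate controls were DMSO wells with enzyme for no effect and DMSO wells lacking enzyme for full effect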
Target sequence (Q9GZR1 628-1112 limits assumed): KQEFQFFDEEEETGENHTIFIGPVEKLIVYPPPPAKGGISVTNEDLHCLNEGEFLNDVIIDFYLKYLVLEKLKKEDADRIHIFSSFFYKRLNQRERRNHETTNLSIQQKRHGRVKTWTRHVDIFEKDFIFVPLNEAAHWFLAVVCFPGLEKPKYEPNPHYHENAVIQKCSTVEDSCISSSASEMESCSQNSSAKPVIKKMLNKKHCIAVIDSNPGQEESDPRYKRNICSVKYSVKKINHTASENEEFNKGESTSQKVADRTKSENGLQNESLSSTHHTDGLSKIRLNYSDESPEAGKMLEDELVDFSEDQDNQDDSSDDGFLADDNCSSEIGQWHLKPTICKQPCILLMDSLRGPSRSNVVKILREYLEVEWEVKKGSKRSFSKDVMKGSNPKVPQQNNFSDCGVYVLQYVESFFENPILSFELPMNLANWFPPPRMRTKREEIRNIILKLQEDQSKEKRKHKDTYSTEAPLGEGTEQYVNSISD
SENP8 inh = inhibitors of human SENP8 protease | 360,000 compounds, 0.64% hits | AID 602440 | inhibition, % at 20 µM | Q96LD8 | recombinant SENP8, Nedd8 substrate fluorescence; in the data active means inhibition mostly above about 40%, no sharp cut-off; inactive means mostly below about 27%
Target sequence (Q96LD8 whole entry, looked up): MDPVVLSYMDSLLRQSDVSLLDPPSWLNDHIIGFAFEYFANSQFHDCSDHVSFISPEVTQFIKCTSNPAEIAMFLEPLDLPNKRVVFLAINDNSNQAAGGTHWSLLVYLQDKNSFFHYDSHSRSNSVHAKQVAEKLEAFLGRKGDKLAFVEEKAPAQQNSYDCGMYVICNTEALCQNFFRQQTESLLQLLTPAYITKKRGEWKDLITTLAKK
GRIN3A LBD mod = modulators (binders) of human NR3A ligand-binding domain | NR3A LBD differential scanning fluorimetry, Tm shift; 0% = protein alone, 100% = glycine-bound protein | Tm shift relative to glycine control, % at 25 µM | 340,000 compounds, 2.5% hits;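 active means melting temperature shift of at least 10% of the positive control shift, at one fixed dose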
SENP7 inh = inhibitors of human SENP7 protease. 330,000 compounds, 1.5% hits. recombinant SENP7, Z-RLRGG-aminoluciferin luminescence, 40 min. inhibition, % at 5 µM. Q9BQF6;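 active means inhibition above about 50% at the single test dose, limit read from the data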;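 further: plate controls were DMSO with enzyme for no effect and no enzyme buffer wells for full effect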
Active calls of the source: *; x = no result given.

SMILES	HKDC1 inhibitor	MPTP block	ATG4B inh	PfG6PD inh	SENP6 inh	SENP8 inh	GRIN3A LBD mod	SENP7 inh
O=C(c1ccc(CS(=O)Cc2ccc(Cl)cc2)o1)N1CCN(c2ccccn2)CC1 (centres undefined)	-1	-0.6	3	1	24	9	-3	8
CCOC(=O)c1ccc(N2Cc3ccccc3C2=N)cc1	-7	3.1	0	-11	-7	21	-6	-2
N/C(=N\OC(=O)c1ccc2c(c1)OCO2)c1cccnc1	-15	0.8	-12	18	74*	14	-3	80*
Cc1cc(N2C(=O)CC(C(C)c3ccccc3)C2=O)no1 (centres undefined)	-3	2.9	1	-17	-8	9	-2	-1
CN(CC(=O)Nc1cccc(F)c1)C(=O)c1cn(-c2ccccc2)nc1-c1ccc(F)cc1	-2	0.3	-12	25	-9	10	35*	4
CCOc1ccccc1C(=O)N1CCN(C(c2ccccc2)c2ccccc2)CC1	7	0.0	-8	1	-13	9	-3	3
CC(=O)N1CCC(N(CCN2CCOCC2)C(=S)Nc2cccc(C)c2C)CC1	-10	-0.2	-10	-5	-21	23	1	1
CN=C(Nc1ccc2c(c1)OCO2)SC1CC(=O)N(c2ccccc2)C1=O (centres undefined)	3	2.5	3	10	-12	7	1	8
CCC(Cc1ccccc1)NS(=O)(=O)c1ccc2c(c1)NC(=O)C(C)S2 (centres undefined)	0	5.5	-9	6	-11	5	-4	-7
CCN(C(=O)COc1ccccc1C(=O)NCc1ccccc1)C1CCS(=O)(=O)C1 (centres undefined)	-6	-1.0	-7	-9	-5	6	-1	2
Cc1ccc(S(=O)(=O)N2CCCC(C)C2)cc1 (centres undefined)	-9	-0.9	0	9	13	0	-1	-5
COc1ccccc1C(=O)NCC(=O)Nc1ccccc1	-3	-1.0	1	-11	-1	24	-2	-4
COc1ccc(CN(CCNC(=O)CCCCC(=O)NCCN(Cc2ccc(OC)cc2)C(C)C)C(C)C)cc1	-7	1.1	-3	-5	-18	16	8	-5
CC1CCCN(C(=O)CN2C(=O)C(C)Oc3ccccc32)C1 (centres undefined)	-1	-0.3	-3	6	-15	0	-1	-3
Cc1c(O)c(C)c2c(c1O)C(=O)C[C@@H](c1ccccc1)O2	2	-0.6	-9	0	-8	13	-6	8
C=CCN1CCN(C(c2ccccc2OC)c2nnnn2C(C)(C)C)CC1 (centres undefined)	-11	-0.8	-2	8	-10	2	3	5
COc1ccc(Br)cc1S(=O)(=O)NCCN1CCOCC1	-5	-0.5	-2	1	-17	-1	0	-12
Cc1nonc1C(=O)N/N=C/c1ccc(O)c(O)c1	-19	1.1	-3	4	97*	15	-3	99*
COC(=O)CC1c2ccccc2S(=O)(=O)N1Cc1ccccc1 (centres undefined)	4	-0.3	-14	13	-7	14	2	-1
O=C(O)C1CCCCC1C(=O)NCCC(c1ccccc1)c1ccccc1 (centres undefined)	-10	2.9	-7	-2	-11	-2	3	4
Cc1cc(Cl)c2oc(C(=O)N3CCN(C(=O)c4ccco4)CC3)c(C)c2c1	1	-1.1	8	11	14	1	-4	1
CCOC(=O)N1CCC(N2Cc3cccc(C(=O)NCc4ccccn4)c3C2=O)CC1	-5	-1.0	-7	-8	-10	3	-2	-20
CC(=O)NCCn1c(SCC(=O)NCCc2ccc(S(N)(=O)=O)cc2)nc2ccccc2c1=O	-1	-4.3	-1	-6	-5	-1	-3	3
CSc1nc(=S)n(-c2cc(C)ccc2C)c(C)c1C(C)=O	2	0.6	-7	-15	16	8	1	4
COc1ccccc1CNC(=O)c1cccc(S(=O)(=O)N(C)c2ccccc2)c1	3	-0.9	-30	0	-9	9	0	-17
(continued)
SMILES	HKDC1 inhibitor	MPTP block	ATG4B inh	PfG6PD inh	SENP6 inh	SENP8 inh	GRIN3A LBD mod	SENP7 inh
COC(=O)c1cccc(COC(=O)c2ccccc2NC(=O)c2ccco2)c1	3	0.5	-13	7	-12	-39	-2	4
COc1ccc2c(c1)[nH]c1c(=O)n(CCc3cnc[nH]3)cnc12	4	0.9	-6	26	16	-19	3	-4
Cc1ccc(NS(=O)(=O)c2csc(C(N)=O)c2)cc1C	2	0.1	5	1	13	22	-1	-2
COC(=O)CC1C(=O)NCCN1C(=O)Nc1cccc(Cl)c1 (centres undefined)	-12	-0.4	0	-21	4	2	0	-1
Cc1ccc(S(=O)(=O)NC(C(=O)OCC(=O)NC2CCS(=O)(=O)C2)C(C)C)cc1 (centres undefined)	8	-2.0	10	-19	3	24	-2	-3
Cc1cc(C(=O)NCc2ccccc2Cl)c2ccccc2n1	-1	0.1	3	-18	-1	-38	-2	3
COc1ccc(C(=O)NCc2nnc(SCC(=O)NCc3ccco3)o2)cc1OC	0	-1.2	-3	7	-13	12	1	6
Cc1ccc(S(=O)(=O)CC(O)CN2CCCC2=O)cc1 (centres undefined)	-4	1.7	-7	-9	-11	13	-2	-4
O=S(=O)(c1ccccc1)c1ccc(C(F)(F)F)cn1	-7	-0.8	-7	-7	-2	6	0	3
Cc1nnc(NCCc2ccccc2)c2ccccc12	12	1.2	-5	25	0	5	-1	9
COc1cccc(NC(=O)C(c2ccccc2)N2CCCCC2)c1 (centres undefined)	-2	-3.2	-16	-3	-17	3	1	-1
CC(COc1ccc(/C=C/c2ccccc2)cc1)[N+](C)(C)C (centres undefined)	-5	14	1	8	5	-127	-3	10
CCCC1=NN2C(=N)/C(=C\c3cc(C)n(-c4cc(C)cc(C)c4)c3C)C(=O)N=C2S1	20	12	58*	-38	-11	-143	12*	-8
O=C(Nc1ccc(Nc2ccccc2)cc1)N1CCOCC1	7	-0.1	2	-4	2	-5	-1	8
COc1ccc(/C=C\c2cc(OC)c(OC)cc2CC[N+](C)(C)C)cc1OC	-5	-1.3	-6	7	-8	-439	-3	2
Oc1cccc2ccc(/C=C/c3ccc(Br)s3)nc12	3	1.8	4	19	64*	-70	28*	21
COc1ccc(C(C(=O)NCC2CCCO2)N(C(=O)CNC(=O)c2ccco2)c2ccccc2)cc1OC (centres undefined)	-1	-0.6	-2	-2	5	17	0	1
COC(=O)c1cc(OC)c(OC)cc1NC(=O)C1CCCO1 (centres undefined)	-7	-1.5	3	9	6	-134	0	10
CCN(C[C@H]1N[C@@](Cc2ccccc2)(C(=O)OC)[C@H]2C(=O)N(Cc3ccccc3)C(=O)[C@@H]12)S(=O)(=O)c1ccc(F)cc1	3	0.2	13	8	5	16	0	10
COC(=O)[C@@]1(C)[C@H]2C(=O)N(C)C(=O)[C@H]2[C@H]2CN(C)C(=NC3CCCCC3)N21	-3	0.5	1	5	x	15	0	9
CC1CCCN(C(=O)c2ccc(Br)c(S(=O)(=O)N3CCOCC3)c2)C1 (centres undefined)	-5	-1.3	-1	4	0	12	-1	0
O=[N+]([O-])c1ccc(N/N=C/c2c[nH]c3ccccc23)c(S(=O)(=O)Nc2ccc(Cl)cc2)c1	9	23	42*	0	-10	36	513*	-4
Cc1ccc2c(c1)-c1c(cnn1CC(=O)N1CCCN(Cc3ccccc3F)C1)CO2	-6	-1.9	-20	-7	4	5	-3	6
COc1cc(C(C)=O)ccc1COc1ccc(C(=O)O)cc1OC	-7	1.7	3	-22	-3	24	0	-10
COc1cc2[nH]c3c(N4CCN(c5ccccn5)CC4)ncnc3c2cc1OC	15	1.4	-17	24	9	-495	2	2

Given in markdown: entries from further up
| SMILES | HKDC1 inhibitor | MPTP block | ATG4B inh | PfG6PD inh | SENP6 inh | SENP8 inh | GRIN3A LBD mod | SENP7 inh |
| --- | --- | --- | --- | --- | --- | --- | --- | --- |
| Cc1ccc2c(c1)-c1c(cnn1CC(=O)N1CCCN(Cc3ccccc3F)C1)CO2 | -6 | -1.9 | -20 | -7 | 4 | 5 | -3 | 6 |
| CCN(C[C@H]1N[C@@](Cc2ccccc2)(C(=O)OC)[C@H]2C(=O)N(Cc3ccccc3)C(=O)[C@@H]12)S(=O)(=O)c1ccc(F)cc1 | 3 | 0.2 | 13 | 8 | 5 | 16 | 0 | 10 |
| COc1cc(C(C)=O)ccc1COc1ccc(C(=O)O)cc1OC | -7 | 1.7 | 3 | -22 | -3 | 24 | 0 | -10 |

The listing picks up with the 4 entries that preceded the break.
SMILES	HKDC1 inhibitor	MPTP block	ATG4B inh	PfG6PD inh	SENP6 inh	SENP8 inh	GRIN3A LBD mod	SENP7 inh
O=[N+]([O-])c1ccc(N/N=C/c2c[nH]c3ccccc23)c(S(=O)(=O)Nc2ccc(Cl)cc2)c1	9	23	42*	0	-10	36	513*	-4
Cc1ccc2c(c1)-c1c(cnn1CC(=O)N1CCCN(Cc3ccccc3F)C1)CO2	-6	-1.9	-20	-7	4	5	-3	6
COc1cc(C(C)=O)ccc1COc1ccc(C(=O)O)cc1OC	-7	1.7	3	-22	-3	24	0	-10
COc1cc2[nH]c3c(N4CCN(c5ccccn5)CC4)ncnc3c2cc1OC	15	1.4	-17	24	9	-495	2	2
Cc1cc(C)c(NC(=O)c2ccccc2CCc2ccccc2)c(C)c1	-11	0.8	-5	4	2	9	-4	3
Cn1c(=O)cc(SCC(=O)NCC2COc3ccccc3O2)c2ccccc21 (centres undefined)	3	0.4	-14	-6	9	-9	-4	2
Cn1nc(C(C)(C)C)cc1C(=O)Nc1nc2c(s1)C(=O)CC(C)(C)C2	-12	0.1	1	-18	0	-141	1	3
Cc1cccc(OCCCC(=O)Nc2ccc(S(=O)(=O)Nc3onc(C)c3C)cc2)c1	1	-6.0	-4	-52	-1	-14	-5	-7
COc1ccc(C(C)=O)cc1COC(=O)c1ccc2c(c1)OCCO2	0	-1.0	-3	4	-4	5	4	2
CCCCc1cc(=O)oc2cc(OCC(=O)NCCN3CCOCC3)ccc12	-3	-0.8	-11	6	-4	-143	0	2
Cc1oc(C(C)(C)C)c(CN2CCCC2)c1C(=O)O	-3	-1.0	0	-10	12	23	3	1
COc1ccccc1-n1c(C)c(C(C)=O)c2cc(O)ccc21	-2	0.8	-3	39	-12	-5	4	-2
COc1ccc(Cn2c(CO)cnc2SCC(=O)Nc2cccc(NC(C)=O)c2)cc1	-4	-0.7	5	-8	-17	9	0	-10
Fc1ccc(NC(=S)N2CCOCC2)c(F)c1	-5	0.8	-1	0	-6	3	-1	-12
Cc1c(NC(=O)COC(=O)C2CC3C=CC2C3)c(=O)n(-c2ccccc2)n1C (centres undefined)	-13	-6.3	-16	-21	-16	14	0	3
COCCNC(=O)CN(Cc1ccccc1)C(=O)CCC(=O)Nc1nccs1	-3	-1.8	-2	9	-22	8	1	-9
CC(C)NC(=O)c1onc(CSc2ccc(F)cc2)c1C(=O)O	-3	-3.0	-6	8	-3	12	-3	2
COc1cccc(C2=NOC(C(=O)Nc3cccc(C(C)=O)c3)C2)c1OC (centres undefined)	-10	-5.3	-7	11	-4	12	2	-1
COc1ccc(S(=O)(=O)n2nc(OC(=O)c3ccco3)cc2N)cc1	2	-0.4	-2	-6	-6	6	-1	-10
C=Cc1ccc(C(=O)N2CCCC(CCC(=O)N3CCN(c4ccccn4)CC3)C2)cc1 (centres undefined)	4	-0.8	15	4	-4	-23	-2	1
COc1cc(/C=C/C(=O)OCC(=O)NCCc2ccc(F)cc2)ccc1OC(F)F	3	-2.3	-6	-3	3	-28	-5	1
CCC(CC)NC(=O)Nc1ccccc1C(F)(F)F	-6	2.0	2	-14	5	11	1	6
CCN(CC)C(=O)N1c2ccccc2Sc2ccccc21	10	6.3	7	-15	-2	-5	-3	2
c1cncc(-c2nc3ccccc3[nH]2)c1	-3	-0.4	0	6	-13	-33	2	-2
O=C(N/N=C1\CCCCc2ccccc21)c1ccccn1	-9	-0.5	11	-17	-3	5	-2	-4
Cc1ccsc1C(=O)OCC(=O)N1C(C)CCCC1C (centres undefined)	-8	-0.8	3	0	2	5	4	-7
CCCn1c(C)nc2c(c1=O)c1nc3ccccc3nc1n2CCC1=CCCCC1	10	1.4	-17	16	2	-355	2	-6
CC1(C)CN(O)CCN1O	-9	-0.9	5	-16	-14	-10	-1	4
O=C(N/N=C\C=C\c1ccc2c(c1)OCO2)c1cccnc1	-4	-0.8	1	7	-17	-277	0	0
CSCCC(NS(=O)(=O)c1ccccc1F)C(=O)NCc1ccncc1 (centres undefined)	-5	-0.3	-1	-14	-5	2	0	-3

Bioassay records deposited in PubChem BioAssay by Sanford-Burnham Center for Chemical Genomics.
